Assay outcomes as filed in PubChem BioAssay.
OX1R antag: antagonists of human orexin 1 receptor; CHO/OX1R cells, Fluo-8 calcium fluorescence, orexin A; inhibition, % at 5 µM; hit rate 0.43% among 330,000; AID 434989;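 active means inhibition above its plate's threshold, mean inhibition of all tested compounds on the plate plus 3 SD, cut at about 37% in these data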;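 further: 0% = orexin A challenge wells and 100% = SB-334867-A antagonist wells; not every result past the cut was called active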
Target sequence (O43613 whole entry, looked up): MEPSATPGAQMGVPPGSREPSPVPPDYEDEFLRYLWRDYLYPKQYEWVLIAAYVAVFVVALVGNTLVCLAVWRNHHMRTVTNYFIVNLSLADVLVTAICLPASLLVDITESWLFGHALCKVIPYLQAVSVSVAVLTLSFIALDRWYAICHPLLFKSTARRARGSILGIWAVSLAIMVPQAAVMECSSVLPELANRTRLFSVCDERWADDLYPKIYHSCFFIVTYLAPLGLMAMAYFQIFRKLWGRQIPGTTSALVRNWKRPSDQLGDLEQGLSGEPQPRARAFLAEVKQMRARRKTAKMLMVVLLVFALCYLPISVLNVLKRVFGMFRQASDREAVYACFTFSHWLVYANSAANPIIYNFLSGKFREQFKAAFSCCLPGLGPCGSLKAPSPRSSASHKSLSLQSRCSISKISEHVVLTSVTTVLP
CHT PAM: human CHT allosteric activation; Q9GZV3; B-score at 10 µM; AID 488977; hit rate 0.49% among 310,000; CHT-expressing cells, membrane potential dye, choline EC20; active compounds read high; LV-AA mutant CHT in HEK293 cells;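 active means initial fluorescence not abnormally high and integrated response B-score, plate-corrected, over 3 SD above library mean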
Target sequence (Q9GZV3 whole entry, looked up): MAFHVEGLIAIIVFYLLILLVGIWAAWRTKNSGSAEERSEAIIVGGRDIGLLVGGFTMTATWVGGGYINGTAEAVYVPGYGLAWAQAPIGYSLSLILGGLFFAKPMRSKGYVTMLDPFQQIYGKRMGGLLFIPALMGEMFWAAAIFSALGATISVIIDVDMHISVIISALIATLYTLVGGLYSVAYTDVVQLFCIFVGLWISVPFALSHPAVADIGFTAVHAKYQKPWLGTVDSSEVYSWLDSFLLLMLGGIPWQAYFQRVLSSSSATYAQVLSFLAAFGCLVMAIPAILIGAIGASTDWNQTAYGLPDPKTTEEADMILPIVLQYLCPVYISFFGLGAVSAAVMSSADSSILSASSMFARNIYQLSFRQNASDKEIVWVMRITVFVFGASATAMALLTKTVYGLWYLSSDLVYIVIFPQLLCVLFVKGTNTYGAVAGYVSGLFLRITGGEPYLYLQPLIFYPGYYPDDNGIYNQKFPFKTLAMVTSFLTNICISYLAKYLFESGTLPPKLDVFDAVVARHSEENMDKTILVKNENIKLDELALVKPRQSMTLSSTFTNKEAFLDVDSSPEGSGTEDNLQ
Active calls of the source: *; i = inactive; . = not tested or not shown.

cpd	structure	OX1R antag	CHT PAM
1	Cc1ccccc1N(CC(=O)N1CCN(c2ccccc2)CC1)S(C)(=O)=O	-27	i
2	CC(=O)OC1CC(C)N(C(=O)c2ccccc2)c2ccc(C)cc21 (configuration not stated)	-22	i
3	CCc1cccc(C)c1NC(=S)N(Cc1cccnc1)Cc1ccco1	-18	i
4	CCCc1cc(C(=O)Nc2ccc(Cl)cn2)cs1	.	i
5	COc1ccc(CCNC(=O)CS(=O)(=O)c2cn(CC(=O)N3CCOCC3)c3ccccc23)cc1OC	-26	i
6	CCOc1ccc(OCC)c(NC(=O)CN(c2ccc(OC)cc2)S(=O)(=O)c2c(C)noc2C)c1	-24	i
7	COc1ccc(NC(=O)CN(C)C(=O)Cc2ccsc2)cc1	-21	i
8	Cc1cc(C(=O)Nc2ccc(N3CCOCC3)c(Cl)c2)c(C)o1	-18	i
9	CNC(=O)N(O)C1N(/N=C/c2ccc(C)cc2)C(=S)SC1(C)C (configuration not stated)	-18	i
10	CCOC(=O)CN1C(=O)/C(=C/c2c(F)cccc2Cl)Oc2ccccc21	-26	i
11	CC(C)c1ccc(N2C(=O)CC(NNC(=O)c3cccnc3)C2=O)cc1 (configuration not stated)	-22	i
12	COc1ccc(N(C(=O)CNC(=O)c2cccs2)C(C(=O)NCC2CCCO2)c2ccc(OC)c(OC)c2)cc1 (configuration not stated)	1	i
13	COc1ccccc1NC(=S)NC(NC(=O)C(C)C)C(Cl)(Cl)Cl (configuration not stated)	-30	i
14	O=C1c2ccccc2C(=O)N1CCn1ccnc1	-14	i
15	Cc1ccc(S(=O)(=O)N2C(=O)CCC2C(=O)NCc2ccco2)cc1 (configuration not stated)	-4	i
16	CN(CC(=O)N1CCN(C2CCCCC2)CC1)S(=O)(=O)c1cccc2nsnc12	3	i
17	N#Cc1ccccc1CN1C(=O)c2ccccc2S1(=O)=O	-6	i
18	Fc1cccc(-c2oncc2-c2nnnn2-c2ccc(Cl)cc2)c1	-33	i
19	COc1cccc(/C=C(/C(=O)OCC(=O)NCC2CCCO2)c2ccccc2)c1 (configuration not stated)	-46	i
20	Cc1ccc(C(=O)NCC(=O)OCC(=O)c2ccc(Cl)s2)cc1	-8	i
21	COc1cccc(-c2nnc(SCc3nc4ccccc4s3)n2C)c1	-31	i
22	Cc1ccc(C(C(=O)NC2CCCC2)N(C(=O)c2csnn2)c2cccc(F)c2)o1 (configuration not stated)	-18	i
23	O=c1cc(-c2ccccc2)nc(/C=C/c2ccccc2)[nH]1	-8	i
24	CCCOc1cccc(C(=O)Nc2ccc(CN3CCOCC3)cc2)c1	.	i
25	Cc1ccc(N(C)S(=O)(=O)c2c(C)[nH]c(C)c2C(=O)N2CCCC2)cc1	-5	i
26	COc1ccccc1S(=O)(=O)CC(O)COc1ccccc1Cl (configuration not stated)	-3	i
27	O=C(NCC1(O)CCCCC1)C1CCC(=O)N(Cc2ccccc2F)C1 (configuration not stated)	-5	i
28	O=c1[nH]nc(-c2ccc(OCc3ccc(Cl)cc3Cl)cc2)o1	-20	i
29	Cc1cc(CNC(=S)Nc2ccc(Br)cc2Cl)nn1C	-8	i
30	CCN(CC(=O)NCc1ccc(Cl)cc1)C(=O)/C=C/c1ccc(Cl)c([N+](=O)[O-])c1	-33	i
31	Cc1ccc(-c2nnc(OCc3cccnc3)c3ccccc23)cc1	-47	i
32	COCCN1C(=O)c2ccccc2C(C(=O)NCC2CCCO2)C1c1c[nH]c2ccccc12 (configuration not stated)	-10	i
33	Cc1cccc(NC(=O)C2C3C=CC(O3)C2C(=O)O)c1C (configuration not stated)	-8	i
34	CN1CCN(C(=O)c2cc3ccccc3oc2=O)CC1	4	i
35	O=C(COC(=O)[C@@H]1CC(O)CN1S(=O)(=O)c1ccc2c(c1)OCCO2)NCc1ccc(F)cc1 (some centres not stated)	-19	i
36	COc1ccc(C(=O)OC(C)C(=O)NC(C)CCc2ccccc2)cc1[N+](=O)[O-] (configuration not stated)	-18	i
37	CC(=O)c1cc2c(ccc3ccccc32)oc1=O	.	i
38	Cc1ccc(C(C(=O)NC2CCCCC2)N(CC2CCCO2)C(=O)CNC(=O)c2ccco2)cc1 (configuration not stated)	-35	i
39	COc1cc(C(=O)N2CCN(C(=O)c3cc(-c4ccc(Br)cc4)n[nH]3)CC2)cc(OC)c1OC	-16	i
40	COC(=O)c1c(NC(=O)c2c(-c3ccccc3Cl)noc2C)sc2c1CCC2	-26	i
41	O=C(Cc1ccc(Nc2nc3ccc(Br)cc3[nH]2)cc1)NCCc1cccs1	-33	i
42	COC(=O)c1ccccc1N=Nc1c(N)n[nH]c1N	-17	i
43	Nn1c(SCC(=O)NCc2ccc3c(c2)OCO3)nnc1C1CC1	11	i
44	CCC(CC)C(=O)N1CCN(Cc2ccc3c(c2)OCO3)CC1	-11	i
45	CCOC(=O)C1CCN(C(=O)CNC(=O)c2nn(-c3ccc(OC)cc3OC)c(=O)c3ccccc23)CC1	-23	i
46	CSCCn1c(C(C)(C)C)cc(C(=O)O)c1C	-8	i
47	COc1ccc(-c2cc(C(F)(F)F)nc(SCC(=O)N(C)Cc3cnn(C)c3C)n2)cc1OC	-40	i
48	CNC(=O)c1ccc(S(=O)(=O)c2ccc(Cl)cc2)c(NC(C)=O)c1	-22	i
49	COc1ccc(Cl)cc1NC(=O)CSc1nc(Nc2ccccc2)nc(N2CCOCC2)n1	-30	i
50	COc1ccc(/C=C/c2nc3ccccc3n2Cc2ccc(OC)c(OC)c2)cc1	-25	i

Other records
cpd	structure	OX1R antag	CHT PAM
51	COc1ccc(S(=O)(=O)N2CCOCC2)cc1NC(=O)c1cccc2c(=O)c(C)c(-c3ccccc3)oc12	-16	i
52	CCCCNC(=O)c1ccc2c(c1)N(C)C(=O)c1ccccc1S2	-26	i
53	COc1cccc(-n2c(C)c(C(C)=O)c(C(C)=O)c2C)c1	-19	i
54	CC(NC(=O)NC1CCCCC1)C(c1cccs1)N1CCN(c2ccccc2)CC1 (configuration not stated)	-32	i
55	CCOc1ccccc1NC(=O)COC(=O)Cc1ccc(-c2ccccc2)cc1	-31	i
56	CCn1c(C)nc2cc(C#N)ccc21	4	i
57	Cn1c(/C(C#N)=C(\O)c2ccc([N+](=O)[O-])s2)nc2ccccc21	-10	i
58	CC(C)[C@H]1COCCS(=O)(=O)N1Cc1ccccc1-c1cccc2c1oc1ccccc12	3	.
59	N#CC1(NC(=O)CN2C(=O)c3ccc([N+](=O)[O-])cc3C2=O)CCCCC1	-13	i
60	COc1cc(-c2cc(C(=O)Nc3ccc(C)c(S(=O)(=O)N4CCOCC4)c3)c3ccccc3n2)cc(OC)c1OC	-12	.
61	COc1cccc(OCc2nc3ccccc3c(=O)n2N)c1	-16	i
62	Cc1ccc(C)c(N2CCN(S(=O)(=O)c3ccc4c(c3)CCN4C(=O)CCC(=O)O)CC2)c1	-6	i
63	CCOC(=O)CSc1nc2cc(C)cc(C)c2cc1C#N	-28	i
64	CS(=O)(=O)c1ccc(C(=O)OCC(=O)NC23CC4CC(CC(C4)C2)C3)cc1[N+](=O)[O-]	42*	i
65	CN(C)C1=NC(=O)/C(=C/c2ccc(-c3ccc(S(N)(=O)=O)cc3)o2)S1	-4	i
66	CNc1ccc(Br)cc(C(=O)/C=C/c2cccc(OC)c2OC)c1=O	-19	i
67	Cc1noc(C(=O)N(C)c2ccccc2)c1Cl	4	i
68	Cn1c(C2=C(O)CN(c3ccc4c(c3)OCCO4)C2=N)nc2ccccc21	-4	i
69	CN1CCC(=NNC(=O)COc2ccc(Cl)cc2)CC1	11	i
70	COc1cccc(C(=O)NCC(=O)NCc2cc(=O)n(C)c(=O)n2C)c1	-6	i
71	O=C(c1ccc(Cl)c([N+](=O)[O-])c1)N1CCN(S(=O)(=O)c2ccc(Cl)cc2)CC1	-23	.
72	COc1ccc(Cn2cc3c(-c4ccc(F)cc4)nnc-3c3cc(OC)c(OC)cc32)cc1	-26	i
73	CC1CC(C)(C)NC(C)c2ccccc21 (configuration not stated)	5	i
74	COC(=O)[C@H]1[C@@H](C)N(Cc2ccccc2)C(=O)N[C@H]1c1cccc(C(F)(F)F)c1	-17	i
75	O=C1/C(=C/c2ccco2)Cc2ccccc21	-17	i

An excerpt from above in order of their number in OX1R antag, high to low.
no. | SMILES | OX1R antag
27 | O=C(NCC1(O)CCCCC1)C1CCC(=O)N(Cc2ccccc2F)C1 (configuration not stated) | -5
59 | N#CC1(NC(=O)CN2C(=O)c3ccc([N+](=O)[O-])cc3C2=O)CCCCC1 | -13
74 | COC(=O)[C@H]1[C@@H](C)N(Cc2ccccc2)C(=O)N[C@H]1c1cccc(C(F)(F)F)c1 | -17

Additional compounds follow.
cpd	structure	OX1R antag	CHT PAM
76	Cn1c(CSc2ncccn2)nnc1SCC(=O)N1CCCCCC1	-2	i
77	CCc1nc(N)nc(N)c1-c1ccc(Cl)cc1	1	i
78	CC(C)c1nnc(SCC(=O)NCc2ccc3c(c2)OCO3)n1C	-16	i
79	CCN(CC(=O)Nc1cc(Cl)ccc1C)C(=O)c1nc2nc(C)cc(C)n2n1	-5	.
80	O=C(Cn1c(=O)c2sccc2n(Cc2cccc([N+](=O)[O-])c2)c1=O)NCCc1ccccc1	-22	i
81	Cc1ccc(S(=O)(=O)N(Cc2ccc(Cl)cc2)c2ccccc2C(=O)O)cc1	-70	i
82	O=C(COC(=O)Cc1n[nH]c(=O)c2ccccc12)Nc1ncc(Cl)cc1Cl	-21	.
83	Cc1c(C)c2cc(Cl)c(OCc3nn[nH]n3)cc2oc1=O	-8	i
84	O=S(=O)(c1ccc(NCCOc2ccccc2)nc1)N1CCCC1	-7	.
85	CCCCN1Cc2ccccc2Oc2cc(Br)ccc2S1(=O)=O	-39	.
86	COc1ccc(NC(=O)n2ncc3c(C)cccc32)cc1OC	-29	i
87	CC(C)c1nc(CNC(=O)c2ccc(OC3CCN(Cc4ccccn4)CC3)cc2)cs1	-16	i
88	O=[N+]([O-])c1cc2c(c(CSc3nnnn3-c3ccc(O)cc3)c1)OCOC2	-10	i
89	C=CCNC(=S)Nc1sc2c(c1C(=O)OCC)CC(C(C)C)OC2 (configuration not stated)	-30	i
90	COC(=O)c1[nH]c2c(c1C)C(=O)CC(c1cc(OC)c(OC)c(OC)c1)C2 (configuration not stated)	-27	i
91	O=C(Nc1nc(-c2ccc3ccccc3c2)cs1)C1CCN(S(=O)(=O)c2cccs2)CC1	-15	i
92	Cc1[nH]ccc(=O)c1OCc1c(Cl)cccc1Cl	-10	i
93	CNC[C@H]1Oc2c(NC(=O)c3ccc(-c4nccs4)cc3)cccc2C(=O)N([C@@H](C)CO)C[C@@H]1C	-11	.
94	Cc1ccccc1N(CC(=O)NCCSCc1ccccc1)S(C)(=O)=O	-23	i
95	CC(C)(C)c1ccc(NC(=S)NCc2cccs2)cc1	12	i
96	N=c1oc2ccc3ccccc3c2cc1C(N)=S	-19	i
97	COc1cc(CC(NC(C)=O)C(=O)NC2CCN(C(=O)Nc3ccc(C)cc3)CC2)cc(OC)c1 (configuration not stated)	-15	i
98	CCN(CC)CCN(C(=O)CN1C(=O)CCC1=O)c1nc2cc3c(cc2s1)OCO3	-17	i
99	CC(C)CC(CO)N1CCN(C(=O)c2ccc(Cl)cc2)CCC1=O (configuration not stated)	-1	i
100	O=C(O)C1CCCCC1C(=O)Nc1ccc(S(=O)(=O)N2CCCCCC2)cc1 (configuration not stated)	-10	i

The final 6 entries of the part before open the next one:
cpd	structure	OX1R antag	CHT PAM
95	CC(C)(C)c1ccc(NC(=S)NCc2cccs2)cc1	12	i
96	N=c1oc2ccc3ccccc3c2cc1C(N)=S	-19	i
97	COc1cc(CC(NC(C)=O)C(=O)NC2CCN(C(=O)Nc3ccc(C)cc3)CC2)cc(OC)c1 (configuration not stated)	-15	i
98	CCN(CC)CCN(C(=O)CN1C(=O)CCC1=O)c1nc2cc3c(cc2s1)OCO3	-17	i
99	CC(C)CC(CO)N1CCN(C(=O)c2ccc(Cl)cc2)CCC1=O (configuration not stated)	-1	i
100	O=C(O)C1CCCCC1C(=O)Nc1ccc(S(=O)(=O)N2CCCCCC2)cc1 (configuration not stated)	-10	i
101	COCCCNC(=O)CN1C(=O)/C(=C\c2ccc(C)cc2)Sc2ccccc21	15	i
102	O=C(OCc1ccc([N+](=O)[O-])cc1)c1ccc2ccccc2n1	-15	i
103	CCP(=O)(CC)C(C)(C)CP(=O)(c1ccccc1)c1ccccc1	0	i
104	CC(C(=O)NC1(C#N)CCCCC1)N(C)CC(=O)Nc1ccc(Cl)c(Cl)c1 (configuration not stated)	27	.
105	CC(C)Oc1ccc(C(=O)N2CCCC2C(=O)O)cc1 (configuration not stated)	-2	i
106	CC1CCCCN1Cc1c(O)ccc2c(=O)c(-c3nc4ccccc4s3)coc12 (configuration not stated)	-27	i
107	CC1CN(C(=O)c2ccccc2NS(=O)(=O)c2cccc([N+](=O)[O-])c2)CC(C)O1 (configuration not stated)	-22	i
108	CC1=C(C)CC(C(=O)NCc2ccc3c(c2)OCO3)C(C(=O)O)C1 (configuration not stated)	-7	i
109	CCOc1ccc(C)cc1S(=O)(=O)NC1CCCCCC1	-9	i
110	C=CCn1c(C)cc(C(=O)CSc2nc(N)cc(N)n2)c1C	3	i
111	O=[N+]([O-])c1cc(/C=N/O)ccc1Oc1ccccc1Cl	-5	i
112	CC1CCN(CC(O)COCCOc2ccc(Br)cc2)CC1 (configuration not stated)	0	i
113	CCN(CC)CCN(C(=O)c1cccc([N+](=O)[O-])c1)c1nc2ccc(OC)cc2s1	-14	i
114	O=C(/C=C/c1cc([N+](=O)[O-])ccc1OC(F)F)Nc1cccc(OC(F)F)c1	3	i
115	CN(C)CCCNC(=O)c1cc(C(=O)c2ccc(F)cc2)c[nH]1	9	i
